# D1 antag: blocks dopamine activation of the human D1 receptor; P21728; HEK293 TREx D1 cells, calcium flux, dopamine EC80; active compounds read low; activity change, negative = inhibition, % at 10 µM; 360,000 compounds, 3.2% hits; AID 504652; in the data active = activity change below about -30%; also: % is scaled to controls: 0 for no effect and ±100 for the full control effect
#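 Allosteric or orthosteric antagonism assessed as attenuation of the calcium response to EC80 dopamine, added 180 s after compound, in induced HEK293 Trex D1 cells loaded with no-wash calcium dye.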
# D1 agonist: agonists of human D1 dopamine receptor | activation, % at 2 µM | P21728 | HEK293 T-REx D1 cells, calcium flux, agonist mode | 360,000 compounds, 1% hits | AID 504660; in the data active = activation above about 30%; also: 0% is about no effect
#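 Tetracycline-induced HEK293 TREx D1 cells, force-coupled to calcium signalling, were dye-loaded with a no-wash calcium kit. Compound was pin-added after a 10 s baseline. Fluorescence was read kinetically at 1 cycle/s for 180 s, with calcium rises flagged as agonism.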
# RXFP1 ag: activates the human relaxin receptor RXFP1 | 370,000 compounds, 0.3% hits | Potency, µM (titrated, usually from 57.5 µM), for inactives: at the top dose activation, usual class: activators | HEK293T-RXFP1 cAMP TR-FRET, 30 min; response scale: percent of porcine relaxin response, buffer zero; also: potency is read from the fitted curve at half-maximal effect; % is scaled to controls: 0 for no effect and ±100 for the full control effect; nearly all actives have a fitted effect of over 60% in size; many of its hits are not listed in these tables
# Target sequence (Q9HBX9 whole entry, looked up): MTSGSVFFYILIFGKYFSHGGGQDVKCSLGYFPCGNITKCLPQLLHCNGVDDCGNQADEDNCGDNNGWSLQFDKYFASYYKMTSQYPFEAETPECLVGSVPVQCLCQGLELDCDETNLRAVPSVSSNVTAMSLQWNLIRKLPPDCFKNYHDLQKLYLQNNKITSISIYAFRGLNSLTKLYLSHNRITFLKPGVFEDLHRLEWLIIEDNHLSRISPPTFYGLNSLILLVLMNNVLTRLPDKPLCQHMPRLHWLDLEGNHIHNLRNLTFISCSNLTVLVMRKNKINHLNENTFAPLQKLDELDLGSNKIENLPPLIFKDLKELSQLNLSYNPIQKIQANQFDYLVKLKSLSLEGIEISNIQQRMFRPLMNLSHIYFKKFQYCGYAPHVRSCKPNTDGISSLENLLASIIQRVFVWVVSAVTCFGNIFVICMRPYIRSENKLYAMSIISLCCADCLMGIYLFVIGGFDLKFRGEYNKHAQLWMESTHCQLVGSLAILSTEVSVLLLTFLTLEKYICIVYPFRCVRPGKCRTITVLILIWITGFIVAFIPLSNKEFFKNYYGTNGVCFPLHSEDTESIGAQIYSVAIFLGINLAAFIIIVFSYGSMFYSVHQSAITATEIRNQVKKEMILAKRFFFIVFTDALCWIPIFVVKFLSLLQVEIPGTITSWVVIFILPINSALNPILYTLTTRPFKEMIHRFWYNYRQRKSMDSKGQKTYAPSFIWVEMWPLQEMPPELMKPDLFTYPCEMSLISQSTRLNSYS
#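 cAMP rise read by TR-FRET after 30 min, 37C compound exposure (up to 58 uM) in RXFP1-transfected HEK293 cells with Ro 20174 present. EC50 from Hill-equation fits, with 29 nM porcine relaxin as 100% and buffer as basal.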
# TRHR ag: agonists of human TRH receptor | P34981 | TRHR cells, calcium flux fluo-8, FDSS agonist mode | activation, % at 2 µM | 360,000 compounds, 0.18% hits; in the data active = activation above about 30%; also: 0% is about no effect
#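 Read-out: compound-evoked intracellular calcium rise in TRHR cells, fluo-8 dye, kinetic FDSS fluorescence at 1 s/cycle following a 10-cycle baseline. Cells cultured overnight before dye loading (30 min–1.5 h, RT).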
# D1 potentiator: human D1 dopamine receptor positive modulation; P21728; HEK293 TREx D1 cells, calcium flux, dopamine EC20 potentiation; potentiation, % at 10 µM; 360,000 compounds, 0.036% hits; in the data active = potentiation above about 30%; also: 0% is about no effect
# D2 PAM: positively modulates the human D2 dopamine receptor allosterically | P14416 | HEK293 T-REx D2, calcium flux, EC20 dopamine potentiation | potentiation, % at 10 µM | 340,000 compounds, 0.34% hits;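 active = potentiation over 3 SD above the plate norm, cut at about 30% in these data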; also: 0% is about no effect
#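 Using a no-wash calcium dye in inducible, force-coupled HEK293 Trex cells expressing D2, we tracked fluorescence each second for 180 s after compound, then for 180 s after EC20 dopamine to detect augmented signalling.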
# TRHR PAM: TRH receptor (human) allosteric enhancement; 360,000 compounds, 0.66% hits; TRHR cells, fluo-8 calcium fluorescence, EC20 TRH enhancement; AID 493056; enhancement, % at 2 µM; in the data active = enhancement above about 30%; also: 0% is about no effect
#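 TRHR-expressing cells loaded with fluo-8 calcium dye were read kinetically (ex 480/em 530) during compound addition, then stimulated with an EC20 of TRH (10 nM final). Enhancement of the Gq-mediated intracellular calcium response was scored.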
# RXFP1 antag: blocks the human relaxin receptor RXFP1. Q9HBX9. HEK293-RXFP1, relaxin-stimulated cAMP HTRF, 30 min; active compounds read low. activity change, negative = inhibition, % at 57.5 µM. 350,000 compounds, 0.59% hits;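 active = activity change of -60% or lower, but not beyond a set lower limit; inconclusive = change between -60% and -40%, or beyond the set limit; inactive = change above -40%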; also: % is scaled to controls: 0 for no effect and ±100 for the full control effect
# Apoferritin bind: candidate novel general anesthetic via apoferritin binding | P02791 | apoferritin/1-aminoanthracene competitive binding, fluorescence | Potency, µM (titrated, usually from 77.5 µM), for the others: at the highest dose activity change, negative = displacement, hits mostly inhibitors | 350,000 compounds, 0.074% hits | AID 485281; also: potency is read from the fitted curve at half-maximal effect; % is scaled to controls: 0 for no effect and ±100 for the full control effect; nearly all actives have a fitted effect of over 20% in size
# Target sequence (P02791 2-175 limits assumed): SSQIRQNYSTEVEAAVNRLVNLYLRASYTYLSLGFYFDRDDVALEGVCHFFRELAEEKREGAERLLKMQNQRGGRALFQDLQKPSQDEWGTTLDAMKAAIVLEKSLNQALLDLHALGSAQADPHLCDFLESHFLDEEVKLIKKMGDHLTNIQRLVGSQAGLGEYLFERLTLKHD
#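 In PBS, apoferritin at 10 uM is loaded with 1-AMA from a 50% saturated solution. After 10 min of compound exposure at ambient temperature, reduced 535 nm fluorescence indicates probe displacement.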
# The depositor's hits bear a star; ? = inconclusive; . = not tested or not shown; & = joins results of further samples; [ ] = remark or other dose. Unless noted, calls follow the shape of the dose curve; as a rule, active = well fitted curve in the direction sought with a large enough effect; inconclusive = small, poorly fitted or top-dose-only effect, or another doubt; inactive = no such curve, though single readings can be large; an effect the other way counts as inactive or inconclusive. A portion of the library; the hit share may differ from the screen's.
# Short forms: A = D1 antag; B = D1 agonist; C = RXFP1 ag; D = TRHR ag; E = D1 potentiator; F = D2 PAM; G = TRHR PAM; H = RXFP1 antag; I = Apoferritin bind
CCOC(=O)c1ccc(NC(=O)CN2C(=O)NC3(CCC(C)CC3)C2=O)cc1 (stereo unspecified)
  A: -0.8; B: 4.2; C: -0.5%; D: 0.0; E: -5.5; F: -4.5; G: -9.4; H: -8.9; I: ?

Cc1nc2ccccn2c(=O)c1NC(=O)c1cccc(F)c1
  A: -1.3; B: 1.4; C: -0.2%; D: 0.5; E: -1.8; F: 14.8; G: 0.3; H: 1.3; I: -16.8%

CC(=O)c1cccc(NC(=O)c2cc3sc(Cl)cc3n2C)c1
  A: -6.5; B: 8.6; C: 5.7%; D: -0.2; E: -7.2; F: 11.4; G: 10.4; H: -6.1; I: -14.7%

Nc1ccc2oc(-c3cccs3)nc2c1
  A: -0.4; B: 2.1; C: 9.7%; D: -0.3; E: 1.6; F: -3.9; G: -9.6; H: -5.1; I: -15.7%

Clc1ccc(OCCN2CCN(c3ncnc4sccc34)CC2)cc1
  A: -23.2; B: 22.2; C: 0.1%; D: -0.1; E: -4.2; F: .; G: -6.1; H: -0.5; I: -10.0%

CCOc1ccc(NC(=O)CN(C)C(=O)Cc2sc(C)nc2-c2ccc(F)cc2)cc1OCC
  A: -4.5; B: 0.4; C: 3.9%; D: -0.4; E: .; F: .; G: 0.4; H: -8.2; I: .

CCCCCNC(=O)c1ccc2c(=O)n(CC3CCCO3)c(=O)[nH]c2c1 (stereo unspecified)
  A: 3.3; B: 2.3; C: -0.2%; D: 0.2; E: -6.0; F: 5.2; G: -1.5; H: -1.8; I: -10.0%

Cc1c(Cl)cccc1-n1c(-c2cccnc2)n[nH]c1=S
  A: 17.5; B: 1.4; C: -0.9%; D: 0.1; E: 4.4; F: -3.1; G: -0.2; H: -9.9; I: -4.1%

O=C(COC(=O)/C=C/c1cn(-c2ccccc2)nc1-c1cccnc1)Nc1ccc(Cl)cc1Cl
  A: -7.0; B: 5.8; C: 0.2%; D: -0.2; E: 3.9; F: 1.2; G: 22.9; H: -8.6; I: ?

O=C(CSC(=S)N1CCCCC1)c1c(F)cccc1F
  A: 1.5; B: 1.1; C: 0.6%; D: 0.9; E: -2.7; F: 0.5; G: -4.2; H: 0.5; I: -4.2%

O=C(CSc1ccc(-c2ccccn2)nn1)NCc1ccccc1
  A: -18.4; B: -2.9; C: 0.4%; D: 0.1; E: -0.4; F: 6.0; G: -12.7; H: -1.7; I: -7.1%

CCc1cccc(CC)c1NC(=O)Cn1c(-c2ccccc2Cl)nc2ccccc21
  A: 6.8; B: 0.4; C: 5.6%; D: -1.2; E: 0.8; F: -5.4; G: -9.0; H: 0.6; I: -10.3%

CCOc1ccc(N(CC(=O)Nc2ccc(F)c(F)c2)S(=O)(=O)c2c(C)noc2C)cc1
  A: -28.7; B: 5.8; C: 6.0%; D: 0.3; E: -1.8; F: -4.9; G: -4.1; H: .; I: -10.3%

CC(C)(C)c1cc(N/C=C\c2nnnn2-c2ccc(Br)cc2)no1
  A: 4.1; B: 5.3; C: 1.2%; D: -0.7; E: 14.2; F: 15.4; G: 1.3; H: -18.6; I: -13.1%

COc1ccc2c(c1)c1c(c(=O)n(-c3cc(Cl)ccc3C)c(=O)n1CC(=O)N1CCCC1)n2C
  A: 5.5; B: -0.6; C: 10.3%; D: -0.2; E: -1.5; F: .; G: -2.8; H: .; I: 97.1%[activator]

COc1ccc(NC(=O)CSc2nnc(-c3cccnc3)s2)cc1
  A: 7.6; B: 1.9; C: 13.3%; D: -0.1; E: -1.1; F: 12.2; G: -0.4; H: 6.4; I: -4.2%

COC(=O)c1cc(NC(=O)Cc2cc(OC)c(OC)c(OC)c2)cc(C(=O)OC)c1
  A: 3.1; B: -0.8; C: 0.6%; D: 0.8; E: -7.2; F: 3.4; G: -0.4; H: 1.2; I: -16.1%

Cc1ccccc1OCC(=O)N1CCCc2ccccc21
  A: -4.8; B: 1.7; C: 3.2%; D: -0.6; E: -1.2; F: 0.7; G: -2.4; H: -18.6; I: ?

COC(=O)C/C=C/[C@@H](C)[C@@H](/C=N/OC[C@H]1O[C@H](c2ccccc2)C=C[C@@H]1Oc1ccc(OC)cc1)NS(=O)(=O)c1ccc(C)cc1
  A: 2.5; B: 11.5; C: 2.3%; D: 1.1; E: -2.6; F: 3.4; G: -2.0; H: .; I: -7.5%

COc1cccc(/C=N/NC(=O)c2cc(-c3cccn3C)n[nH]2)c1O
  A: 1.5; B: -0.2; C: -0.1%; D: -0.3; E: -7.3; F: -17.1; G: 5.2; H: -7.7; I: -1.0%

O=S(=O)(Nc1cccc2cccnc12)c1ccccc1
  A: 4.3&2.3; B: 1.8&0.2; C: -0.6%; D: 0.0&-2.3; E: -7.4&1.8; F: 0.8; G: -5.1&1.3; H: -20.2; I: ?

CC(C)(C)Nc1nc(SCC(=O)Nc2ccccc2)nc(N2CCOCC2)n1
  A: -20.9; B: 3.0; C: 2.6%; D: -1.3; E: 0.7; F: 5.0; G: 4.9; H: -17.2; I: ?

COc1ccc(C(=O)N/N=C/c2c(CO)cnc(C)c2O)cc1
  A: 12.8; B: 2.1; C: 2.8%; D: 0.0; E: 1.4; F: -7.2; G: 3.7; H: 2.4; I: 500.5%[activator]

Cc1c(C(=O)N(Cc2ccco2)Cc2cccs2)oc2ccccc12
  A: -2.0; B: 7.4; C: 0.7%; D: -0.1; E: .; F: 6.3; G: 5.6; H: -12.5; I: .

Cc1cc(NC(=O)NCc2ccc3c(c2)CCN3C(=O)c2ccccc2)ccc1Br
  A: 7.7; B: -0.9; C: 1.8%; D: 0.2; E: 1.5; F: 9.6; G: 1.8; H: -8.8; I: -12.5%

Cc1[nH]n(-c2ccccc2)c(=O)c1-c1ccc(Cl)cc1
  A: -8.6; B: 1.7; C: 0.4%; D: 0.3; E: -3.5; F: -7.1; G: 0.7; H: -15.0; I: 49.7%[activator]

CCCCC(=O)Nc1ccc(NC(=S)NC(=O)CCCCl)cc1OC
  A: 2.5; B: -1.2; C: 3.4%; D: -2.1; E: -2.3; F: -5.9; G: -0.9; H: -7.7; I: -10.1%

Cc1cc(C)c(NC(=O)Cn2c(=O)n(Cc3ccc4c(c3)OCO4)c(=O)c3ccc(C(=O)NC4CCCCC4)cc32)c(C)c1
  A: -18.3; B: -1.0; C: 4.3%; D: 1.2; E: 6.4; F: -4.2; G: -2.3; H: .; I: -8.4%

CCOC(=O)CSc1nccc(N(C)C)c1C#N
  A: 15.2; B: 1.0; C: 1.5%; D: 0.0; E: 6.9; F: 13.3; G: 36.1*; H: -2.7; I: -9.6%

COc1ccc(Cl)cc1NC(=O)CCS(=O)(=O)c1cccc2nonc12
  A: 41.0; B: -0.7; C: -1.5%; D: -0.3; E: 1.6; F: 29.3; G: 10.7; H: .; I: 0.6%

Cc1ccc(C(=O)Nc2cccc(S(=O)(=O)N3CCOCC3)c2)cc1[N+](=O)[O-]
  A: -19.9; B: 12.6; C: 4.7%; D: -0.6; E: -2.8; F: -7.5; G: -6.6; H: -2.3; I: 4.3%

Cc1ccc(Cn2c(N)nc3ccccc32)cc1
  A: -21.0; B: 17.0; C: 1.8%; D: 0.2; E: 2.0; F: -5.9; G: 0.0; H: 2.8; I: -18.9%

O=C(CSc1nnc(-c2cc(-c3cccs3)nc3ccccc23)o1)NC1CCCCC1
  A: 2.6; B: 2.1; C: 0.0%; D: 0.3; E: 0.9; F: 29.7; G: 10.1; H: -6.9; I: -8.7%

O=C(C1=C(O)C(=O)N(Cc2cccnc2)C1c1ccccn1)c1cccs1 (stereo unspecified)
  A: 2.8; B: 1.7; C: 17.0%; D: 0.7; E: -0.1; F: 1.7; G: -0.6; H: -14.3; I: -9.3%

Cc1cccc(C(=O)Nc2cccc(OCc3cc(=O)n4c(C)csc4n3)c2)c1
  A: 9.3; B: 2.3; C: ?; D: -0.2; E: -0.8; F: 16.4; G: -2.4; H: .; I: -1.7%

C=CCn1c(SCC(=O)Nc2cc(C)ccc2C)nnc1-c1cnccn1
  A: 9.4; B: -0.2; C: 0.3%; D: -0.1; E: 2.9; F: -10.1; G: 1.2; H: 15.3; I: -15.4%

Cc1ccc(-c2nc(C(=O)NCCCN3CCOCC3)cc3c2[nH]c2ccccc23)cc1
  A: -1.9; B: -1.4; C: 2.4%; D: 1.5; E: -5.2; F: 0.9; G: 27.8; H: .; I: 93.6%[activator]

COc1ccc(OCC(=O)NC(=S)Nc2ccc(S(=O)(=O)Nc3cc(C)on3)cc2)cc1
  A: -4.6; B: 0.0; C: -0.6%; D: 0.4; E: -1.4; F: 3.6; G: 0.5; H: -24.9; I: 0.6%

O=C(CSc1ncn[nH]1)c1ccc2c(c1)OCO2
  A: 2.9; B: 1.5; C: 0.1%; D: 0.3; E: -6.5; F: -0.5; G: -4.6; H: -1.4; I: -11.6%

CC1(C(=O)Nc2nnc(C(C)(C)C)s2)Cc2ccccc2C(=O)O1 (stereo unspecified)
  A: -4.2; B: 4.2; C: 0.3%; D: -0.2; E: 5.0; F: 2.3; G: 0.1; H: 19.2; I: -4.7%

Cc1cc(-c2n[nH]c(=S)n2Cc2ccccc2)cs1
  A: -13.7; B: 1.5; C: 1.0%; D: -0.2; E: -4.9; F: 7.7; G: 4.7; H: -14.2; I: -11.2%

Cc1cccc(C)c1NC(=O)NN=C1CCCCC1
  A: 0.9; B: 2.0; C: -1.6%; D: 0.7; E: 5.5; F: -5.2; G: 0.1; H: -17.3; I: -5.0%

# Some of the entries so far, field by field:
structure: O=C(C1=C(O)C(=O)N(Cc2cccnc2)C1c1ccccn1)c1cccs1 (stereo unspecified)
  D1 antag: 2.8
  D1 agonist: 1.7
  RXFP1 ag: 17.0%
  TRHR ag: 0.7
  D1 potentiator: -0.1
  D2 PAM: 1.7
  TRHR PAM: -0.6
  RXFP1 antag: -14.3
  Apoferritin bind: -9.3%

structure: Cc1cccc(C(=O)Nc2cccc(OCc3cc(=O)n4c(C)csc4n3)c2)c1
  D1 antag: 9.3
  D1 agonist: 2.3
  RXFP1 ag: ?
  TRHR ag: -0.2
  D1 potentiator: -0.8
  D2 PAM: 16.4
  TRHR PAM: -2.4
  RXFP1 antag: .
  Apoferritin bind: -1.7%

structure: C=CCn1c(SCC(=O)Nc2cc(C)ccc2C)nnc1-c1cnccn1
  D1 antag: 9.4
  D1 agonist: -0.2
  RXFP1 ag: 0.3%
  TRHR ag: -0.1
  D1 potentiator: 2.9
  D2 PAM: -10.1
  TRHR PAM: 1.2
  RXFP1 antag: 15.3
  Apoferritin bind: -15.4%

# Bioassay records: PubChem BioAssay, National Center for Advancing Translational Sciences (NCATS)
